# LmPK inh: blocks Leishmania mexicana pyruvate kinase activity | purified LmPK, Kinase-Glo ATP luminescence, 1 h | Potency, µM (top dose mostly 57.5 µM), for inactives: top-dose activity change, negative = inhibition, usual class: inhibitors | 290,000 compounds, 0.37% hits | AID 1721; note: potency is the fitted concentration of half-maximal effect
# Target sequence (Q27686 whole entry, looked up): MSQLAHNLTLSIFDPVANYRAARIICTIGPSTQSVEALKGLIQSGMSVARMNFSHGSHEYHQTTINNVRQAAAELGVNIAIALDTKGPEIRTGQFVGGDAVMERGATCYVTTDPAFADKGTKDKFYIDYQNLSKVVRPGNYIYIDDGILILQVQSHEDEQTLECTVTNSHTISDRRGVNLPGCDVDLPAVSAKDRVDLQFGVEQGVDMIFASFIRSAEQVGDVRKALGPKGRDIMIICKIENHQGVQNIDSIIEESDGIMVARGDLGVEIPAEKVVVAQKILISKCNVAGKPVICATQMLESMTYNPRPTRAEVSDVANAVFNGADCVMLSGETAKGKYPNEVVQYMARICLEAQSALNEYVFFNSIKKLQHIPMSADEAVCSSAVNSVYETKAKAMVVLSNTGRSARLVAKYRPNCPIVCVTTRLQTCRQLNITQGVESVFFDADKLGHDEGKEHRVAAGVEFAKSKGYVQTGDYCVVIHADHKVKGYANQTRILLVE
#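 qHTS format; LmPK 0.1 nM; substrates PEP 0.5 mM and ADP 0.1 mM. One-hour room-temperature incubation, then coupled luciferase luminescence; 0.5 nM enzyme wells mark activation.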
# AmpC detergent: blocks E. coli AmpC beta-lactamase in detergent assay. P00811. AmpC hydrolysis of nitrocefin, absorbance 480 nm, 0.01% Triton. Potency, µM (highest dose often 114 µM), for the others: top-dose activity change, negative = inhibition, most hits filed as inhibitors. 370,000 compounds, 0.041% hits. AID 485294;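 note: potency is the fitted concentration of half-maximal effect; 0% = no-compound wells and -100% = no-enzyme wells; nearly all actives have a fitted effect of over 25% in size; some results filed as inactive show a strong effect at the top dose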
# Target sequence (P00811 whole entry, looked up): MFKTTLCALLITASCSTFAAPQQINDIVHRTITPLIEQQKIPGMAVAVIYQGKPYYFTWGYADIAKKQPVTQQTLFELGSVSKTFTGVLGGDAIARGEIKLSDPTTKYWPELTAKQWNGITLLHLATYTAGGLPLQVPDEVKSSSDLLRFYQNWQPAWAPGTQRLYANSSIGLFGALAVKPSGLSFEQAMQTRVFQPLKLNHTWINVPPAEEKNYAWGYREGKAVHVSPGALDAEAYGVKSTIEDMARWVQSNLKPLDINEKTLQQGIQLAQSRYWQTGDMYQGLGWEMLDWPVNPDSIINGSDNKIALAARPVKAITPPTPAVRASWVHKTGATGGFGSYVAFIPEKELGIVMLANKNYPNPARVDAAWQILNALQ
#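 20 mM phosphate pH 7.0 + 0.01% (detergent screen) or 0.0001% Triton X-100; 5.3 nM AmpC reagent; cpd preinc 15 min RT; nitrocefin (800 uM stock) to start; A480 q20 s × 4 min; Activity was normalised to no-enzyme and no-compound control wells.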
# AmpC no deterg: AmpC beta-lactamase inhibition without detergent; 330,000 compounds, 0.52% hits; Potency, µM (top dose mostly 57.1 µM), for the others: at the highest dose activity change, negative = inhibition, most hits filed as inhibitors; AmpC nitrocefin hydrolysis, absorbance 480 nm, 0.0001% Triton; P00811;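 note: potency is the fitted concentration of half-maximal effect; plate controls were no compound for no effect and no enzyme for full effect; nearly all actives have a fitted effect of over 20% in size; some results filed as inactive show a strong effect at the top dose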
#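 AmpC (5.3 nM in the dispensed reagent) in 20 mM phosphate pH 7.0 with 0.01% (detergent screen) or 0.0001% Triton X-100 was preincubated with compounds for 15 min at room temperature. Nitrocefin was then added from an 800 uM solution, and hydrolysis was followed at 480 nm.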
# TbPYK inhibitor: T. brucei pyruvate kinase inhibition | 410,000 compounds, 0.12% hits | Q57TT1 | Potency, µM (highest dose often 76.8 µM), without a hit: at the highest dose activity, negative = inhibition, actives largely listed as inhibitors | TbPYK enzyme, Kinase-Glo Plus ATP luminescence, 45 min; note: potency is the fitted concentration of half-maximal effect; nearly all actives have a fitted effect of over 50% in size
#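 ADP (130 uM final) triggers the TbPYK reaction after compound addition; incubation is 45 min at room temperature. Kinase-Glo Plus is then added and luminescence imaged. Normalized data are fitted to concentration-effect curves.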
# HCMV inh: blocks human cytomegalovirus replication. 410,000 compounds, 4.5% hits. activity change, negative = inhibition, % at 57.5 µM. HFF cells, HCMV-luciferase reporter, 72 h; hits give low values; in the data active = activity change below about -60%; inconclusive = no clear call, values can overlap the other calls; inactive = above about -39%
#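 Screen run at 2 compound doses on HFFs infected with reporter HCMV, MOI 1 PFU/cell. Luciferase activity from cell lysates at 72 h post infection gave inhibition relative to buffer-only and Salinomycin wells.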
# AMA1 RON2 block: inhibitors of Plasmodium falciparum AMA1-RON2 interaction | AlphaScreen AMA1-biotinylated RON2 peptide binding | Potency, µM (series often up to 58.2 µM), inactives show at the highest dose activity change, negative = inhibition, hits mostly inhibitors | 360,000 compounds, 0.2% hits;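 note: potency is the fitted concentration of half-maximal effect; 0% = vehicle wells and -100% = peptide control; nearly all actives have a fitted effect of over 45% in size; some results filed as inactive show a strong effect at the top dose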
#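 AMA1 (3D7) with his tag at 25 nM final met compounds first, then biotinylated RON2 peptide at 25 nM; detection used donor plus acceptor beads, 10 µg/mL apiece, read by AlphaScreen after 30 min at room temperature.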
# HCV inhibitor: HCV inhibition. 340,000 compounds, 3.4% hits. Potency, µM (top dose mostly 41.8 µM), for inactives: at the top dose activity change, negative = inhibition, usual class: inhibitors. Huh7.5.1 HCVcc-Cre infection, luciferase reporter, 44 h; note: potency is the fitted concentration of half-maximal effect
#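 Compounds are dispensed onto cells plated 4 h earlier at 1,000 per well, with HCVcc-Cre virus (about 0.5 moi) added next. Following 44 h of culture, luminescent signal is measured for 15 sec after 15 min with substrate at room temperature.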
# An asterisk follows results filed as active; ? = inconclusive; . = no result given; & = joins results of further samples; [ ] = another dose, or the depositor's remark. Unless noted, calls come from the whole dose curve; as a rule, active = well fitted curve in the direction sought with a large enough effect; inconclusive = small, poorly fitted or top-dose-only effect, or another doubt; inactive = no such curve, though single readings can be large; an effect the other way counts as inactive or inconclusive. Unless noted, % is set by controls: 0 for no effect and ±100 for the full control effect. Compounds as they come; any-hit rate near 7.5%.
SMILES,LmPK inh,AmpC detergent,AmpC no deterg,TbPYK inhibitor,HCMV inh,AMA1 RON2 block,HCV inhibitor
CCN1C(=O)[C@H]2[C@H]3CN=C(SCc4ccccc4)N3[C@@](Cc3ccccc3)(C(=O)OC)[C@H]2C1=O,.,.,181.7%[activator],3.8%,3.5,-2.9%,-51.1%
CCSc1nc2nc(C)cc(C)n2n1,-3.1%,-6.0%,-8.5%,5.4%,3.5,4.4%,-4.1%
COc1ccc(OCc2nc3ccccc3n2C(C)c2ccccc2)cc1 (stereo not drawn),.,-3.1%,.,2.4%,-18.7,.,.
COC(=O)CN(C)C(=O)c1ccccc1OC1CCN(S(C)(=O)=O)CC1,1.0%,-8.6%,13.1%,0.9%,62.8,5.0%,21.9%
CCn1nccc1C(=O)Nc1ccc(C)c(C)c1,-21.9%,-13.0%,-30.5%,0.7%,.,-1.3%,-2.0%
Cc1cccc(NC(=O)CSCC(=O)NNC(=O)c2ccoc2C)c1,0.3%,5.1%,-27.4%,6.8%,11.2,23.2%,33.5%[activator]
CCOC(=O)c1nnc2cc(C)nn2c1C,-1.7%,0.9%,-2.1%,-1.0%,3.9,-12.6%,19.3%
CNS(=O)(=O)c1cccc(C(=O)OCC(=O)Nc2cc(F)ccc2F)c1,2.8%,-11.5%,-16.3%,3.9%,37.3,-0.9%,7.8%
CCc1ccccc1NC(=S)N(CCCN1CCOCC1)Cc1cccs1,3.9%,1.3%,59.8%,3.5%,49.4,-0.4%,-2.5%
CC(C)c1onc(C(=O)N(C)C2CCCCC2)c1[N+](=O)[O-],-1.7%,?,-6.0%,-2.5%,?,7.8%,18.5%
COCCNC(=O)CSc1nc(-c2ccccc2)[nH]c1-c1ccc(OC)cc1,.,9.9%,.,0.1%,-21.2,.,.
CCNCC(O)c1cccc(O)c1 (stereo not drawn),-10.9%,-6.2%,-2.5%,-10.2%,32.1,-13.9%,-8.3%
C=CCSc1nnc(-c2ccccc2N=Cc2c(C)[nH]n(-c3ccccc3)c2=O)c(=O)[nH]1,-0.1%,?,-36.5%,-5.1%,0.0,37.6%[activator],?
COc1ccccc1NC(=O)CCN1CCN(c2ccc(Cl)cc2)CC1,4.1%,?,90.0%[activator],-11.3%,36.1,5.4%,?
CC(C)(C)OC(=O)N(CCc1ccccc1)Cc1ccc(OCc2cccc(NC(=O)c3ccccc3)c2)cc1,.,.,.,-2.1%,-2.6,-0.1%,?
COC(=O)c1ccc(NC(=O)c2cccn(Cc3ccccc3C)c2=O)cc1,.,4.4%,.,3.3%,-1.0,.,.
Fc1ccc(CSc2nsc(SCc3ccc(F)cc3)n2)cc1,1.0%,-7.1%,-49.6%,-8.6%,-26.1,313.2%[activator],-3.7%
Cc1ccc2oc(=O)n(CC(=O)O)c2c1,3.3%,?,-5.5%,6.3%,-8.5,2.3%,9.5%
Cc1nnc(N/N=C/c2ccco2)n1N,-2.0%,-8.0%,-7.8%,-2.4%,5.3,51.4%[activator],-6.2%
O=C(CCC(=O)N(CC(=O)NC1CCCC1)c1ccccc1F)Nc1nccs1,0.4%,-1.4%,-20.1%,-1.8%,-8.5,-6.9%,16.0%
O=C(CCCCCn1c(=O)[nH]c2ccsc2c1=O)N1CCN(C2CCCCC2)CC1,2.8%,-4.4%,13.2%,0.0%,2.3,1.2%,0.9%
COc1ccccc1/C=N/NC(=O)c1ccc(Br)cc1,-1.3%,6.3%,-45.1%,4.6%,-3.8,-7.3%,-5.0%
COc1ccc(C2(CNC(=O)Cc3ccccc3)CCCC2)cc1OC,0.2%,4.3%,37.0%,-4.9%,66.9,5.4%,16.5%
CS(=O)(=O)NCCSCc1c(F)cccc1Cl,-0.2%,4.6%,-6.7%,-5.7%,?,8.2%,-5.6%
O=C(CN1C(=O)NC2(CCc3ccccc32)C1=O)NC1CCCCC1 (stereo not drawn),.,.,.,3.4%,87.9,-1.4%,.
CN(C)C(=S)Nc1ccc2c(c1)OCO2,-2.3%,-12.0%,-36.3%,-31.0%,?,-5.5%,12.4%
COc1cc(O)c(C(CCN2CCN(c3ccccc3)CC2)c2ccc3c(c2)OCO3)c(OC)c1 (stereo not drawn),-1.9%,1.8%,-6.7%,4.8%,6.9,15.8µM*,-13.5%[8.37 µM]
Cc1cc(C)cc(OCC(=O)N2N=C(c3cccnc3)CC2(O)C(F)(F)F)c1 (stereo not drawn),3.8%,-10.3%,-1.0%,-8.1%,-24.5,25.1%,-20.2%
O=C(Nc1nnc(SCCN2CCOCC2)s1)C1CC(=O)N(c2ccc(F)cc2)C1 (stereo not drawn),0.9%,-3.6%,10.3%,-18.4%,-24.6,-5.4%,-18.6%
O=C(Nc1ccc(Cl)cn1)C1COc2ccccc2O1 (stereo not drawn),4.3%,5.8%,-20.9%,5.0%,-3.0,-4.6%,6.7%
O=C(O)c1cccc(N2C(=O)CSC2c2c(F)cccc2Cl)c1 (stereo not drawn),-1.9%,-7.6%,-15.5%,-3.7%,9.0,-1.4%,5.7%
COc1ccc(C(=O)Nc2cccc(NC(=O)c3cccs3)c2)cc1,-2.6%,?,-43.3%,1.9%,47.0,-5.6%,-23.1%
CC1CC(C)CN(CCCNC(=O)c2cc3c(=O)[nH]c4ccccc4c3n2C)C1 (stereo not drawn),-10.4%,-0.4%,-16.6%,1.3%,-25.4,3.8%,?
Cc1cccc(Nc2nc(N3CCCCC3)nc(N3CCCCC3)n2)c1,3.6%,-6.1%,-28.9%,0.8%,?,-1.7%,0.0%
C=CCOc1ccccc1CNCCNC(=O)c1nonc1N,0.1%,7.2%,-11.7%,0.3%,-16.8,5.7%,1.0%
CCCC(=O)OCC(=O)Nc1cc(C(C)(C)C)nn1-c1ccccc1,6.7%,0.3%,-2.6%,1.0%,5.7,-5.5%,14.4%
CCOC(=O)C1=CN(Cc2cccc(F)c2)S(=O)(=O)NC1c1ccc(F)c(Cl)c1 (stereo not drawn),.,.,-26.9%,3.5%,-21.1,0.0%,?
Cc1cc(OCC(=O)N(C)C2CCCCC2)cc(C)c1Cl,-6.4%,8.1%,48.0%,-1.5%,38.7,-5.6%,5.6%
COC(=O)c1ccc(-n2nnnc2SC)cc1,-0.8%,-18.8%,-7.7%,?,-0.6,12.3%,-9.8%
CCN1C(=O)C(=O)N(CC(=O)Nc2ccccc2Oc2ccccc2)C1=O,11.1%,0.8%,-27.8%,-10.4%,-9.2,2.8%,-7.7%
Cn1c(CN2CCCC2)nc2cc(NC(=O)COc3ccc(Cl)cc3)ccc21,-8.6%,?,17.8%,-6.3%,5.8,1.8%,?
CNC(=S)NNC(=O)c1cccn(Cc2cccc(C(F)(F)F)c2)c1=O,6.7%,3.2%,-5.6%,?,-20.5,70.7%[activator],19.6%
CCOC(=O)C1=C(C)Nc2ccccc2N=C1NC(=O)c1oc2ccccc2c1COC,.,1.4%,-4.3%,-6.3%,0.0,-28.2%,?
CC(C)OCCCN1C(=O)c2ccccc2C1C(=O)NC1CCCCC1 (stereo not drawn),-3.4%,2.9%,6.4%,5.0%,2.0,-6.8%,9.4%
CC(=O)N1c2ccccc2Sc2ccc3ccccc3c21,.,.,.,-11.5%,-20.6,-3.3%,.
COc1ccc(NC(=O)C(C)SCc2ccccc2)cc1 (stereo not drawn),0.1%,-4.9%,-11.5%,-1.1%,-10.8,-4.0%,-5.8%
CCOC(=O)c1c(-c2ccsc2)csc1N,1.9%,-8.5%,-53.8%,-0.5%,-24.0,-6.0%,-23.0%
COc1cc2cc(CNc3ccc(C)cc3)c(=O)n(CC(=O)Nc3ccc(C(C)C)cc3)c2cc1OC,.,16.3%,.,-6.8%,-104.5*,.,.
O=C(Nc1nccs1)C1CCN(S(=O)(=O)c2ccc(F)cc2)CC1,-12.9%,-15.7%,-22.2%,3.9%,-26.3,11.4%,26.9%
O=C(O)c1cccc(Cn2c(Cl)c(/C=N/NC(=O)c3ccco3)sc2=O)c1,-0.8%,0.9%,-3.6%,-12.5%,26.5,38.6%[activator],30.7%[activator]
COc1ccc(/C=C/C(=O)c2ccc([N+](=O)[O-])o2)cc1,.,?,-15.8%,-3.6%,43.7,-0.5%,18.5%
CC(C)(C)NC(=O)NC(=O)COC(=O)c1cccc(NS(=O)(=O)c2ccc(F)c(F)c2)c1,1.5%,-3.6%,-10.6%,-2.1%,36.8,1.3%[2.32 µM],1.1%
Cn1nc(NC(=O)C(F)(F)F)c2ncc(-c3ccccc3)nc21,.,.,.,8.1%,15.7,-7.0%,.
COc1ccccc1-n1c(=O)oc2ccc(Cl)cc2c1=O,-5.2%,-1.6%,-13.9%,-5.5%,-95.3*,5.2%,?
CCCCn1c(NCc2ccc(OC)cc2O)nc2ccccc21,.,14.8%,.,-4.0%&-4.5%,-0.8&1.7,-5.9%,.
O=C(Cn1cccc1)N1CCN(C(c2ccccc2)c2ccccc2)CC1,8.1%,-9.8%,30.8%,-3.2%,-3.9,-11.5%,-22.6%
CCOc1cc(C(=O)Nc2nnc3n2CCS3)cc(OCC)c1OCC,.,-3.6%,.,-2.0%,-4.8,.,.
CCOc1ccc(S(=O)(=O)NC(C)C)cc1C(N)=O,5.7%,2.4%,-14.6%,0.0%,?,2.1%,17.4%
CS(=O)(=O)c1ccc(CNC(=O)C2(C(F)(F)F)C/C(=C/CCO)CCCO2)cc1 (stereo not drawn),.,.,.,-0.4%,-2.3,-4.4%,-26.8%[8.37 µM]
O=[N+]([O-])c1ccc(C=CC=Cc2ccccc2)cc1,.,.,.,0.4%,38.2,-20.1%,.
Cc1ccc(OCC(=O)Nc2c(Cl)ccc3nsnc23)cc1C,.,-2.4%,.,-3.2%,2.4,.,.
